Compound activity as filed in PubChem BioAssay.
TDP1 cell CPT: growth inhibition of DT40 Tdp1-/-;hTDP1 cells with camptothecin (screen for TDP1 inhibitors) | chicken DT40 Tdp1-/-;hTDP1 cells + 20 nM CPT, ATP luminescence, 48 h | Potency, µM (doses to about 46.2 µM), without a hit: at the highest dose activity change, negative = growth inhibition, hits mostly inhibitors | 420,000 tested, 12% active; also: nearly all actives have a fitted effect of over 55% in size
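Cell growth measured by CellTiter-Glo luminescence after a minimum 48 h, 37 C compound exposure with 20 nM CPT in Tdp1-knockout DT40 cells stably expressing hTDP1, seeded 400/well; qHTS titration format.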
DT40 TDP1 no CPT: qHTS for Inhibitors of human tyrosyl-DNA phosphodiesterase 1 (TDP1): qHTS in cells in absence of CPT | Potency, µM (titrated, usually from 46.2 µM), for the others: at the top dose activity change, negative = growth inhibition, hits mostly inhibitors | 420,000 tested, 15% active | DT40 Tdp1-/- hTDP1 cells, no CPT, ATP luminescence, 48 h; also: nearly all actives have a fitted effect of over 55% in size
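Cells were dispensed at 400 per well, compounds added by pin tool, plates incubated ≥48 hr at 37 °C, then CellTiter-Glo added for 30 min at room temperature before luminescence reading. Line: DT40 Tdp1-/- complemented with hTDP1; camptothecin omitted.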
KAT2A inh: inhibitors of human GCN5L2 histone acetyltransferase | GCN5L2 HAT assay, ThioGlo1 CoA-SH fluorescence | Potency, µM (titrated, usually from 58.9 µM), without a hit: at the highest dose activity change, negative = inhibition, most hits filed as inhibitors | 390,000 tested, 0.21% active | AID 504327
Target sequence (Q92830 whole entry, looked up): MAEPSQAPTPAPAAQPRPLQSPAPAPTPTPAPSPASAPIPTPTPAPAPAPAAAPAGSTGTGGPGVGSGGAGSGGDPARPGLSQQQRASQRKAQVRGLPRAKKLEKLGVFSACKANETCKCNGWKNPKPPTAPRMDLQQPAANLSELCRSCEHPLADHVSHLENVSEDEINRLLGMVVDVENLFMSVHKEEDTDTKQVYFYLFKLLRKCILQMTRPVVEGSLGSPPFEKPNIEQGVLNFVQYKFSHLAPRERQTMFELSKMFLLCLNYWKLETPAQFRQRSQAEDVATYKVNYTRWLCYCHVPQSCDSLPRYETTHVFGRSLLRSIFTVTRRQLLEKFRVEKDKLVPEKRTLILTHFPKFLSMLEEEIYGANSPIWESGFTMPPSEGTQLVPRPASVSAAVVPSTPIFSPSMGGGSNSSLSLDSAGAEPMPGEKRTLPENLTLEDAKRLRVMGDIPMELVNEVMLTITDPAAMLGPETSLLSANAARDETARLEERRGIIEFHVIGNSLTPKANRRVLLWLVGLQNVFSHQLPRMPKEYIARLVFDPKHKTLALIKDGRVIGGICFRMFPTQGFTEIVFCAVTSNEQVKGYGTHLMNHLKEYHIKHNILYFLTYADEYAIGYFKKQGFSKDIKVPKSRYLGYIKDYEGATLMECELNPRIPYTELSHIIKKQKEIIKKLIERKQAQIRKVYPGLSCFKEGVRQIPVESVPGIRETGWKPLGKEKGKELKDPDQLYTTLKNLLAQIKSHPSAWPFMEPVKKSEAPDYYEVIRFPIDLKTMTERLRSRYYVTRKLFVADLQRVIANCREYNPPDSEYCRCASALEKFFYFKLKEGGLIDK
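ThioGlo1-coupled HAT assay: 20nM GCN5L2, 70uM acetyl-CoA, 75uM H3(1-25) peptide, pH 7.5. Fluorescence read at 340/540nm at start and after 20 min at room temperature.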
Starred values were filed as active, the others as inactive; ? = inconclusive; / = not tested or not shown; & = joins results of further samples; [ ] = remark or other dose. Calls follow the shape of the dose curve; as a rule, active = well fitted curve in the direction sought with a large enough effect; inconclusive = small, poorly fitted or top-dose-only effect, or another doubt; inactive = no such curve, though single readings can be large; an effect the other way counts as inactive or inconclusive. % is scaled to controls: 0 for no effect and ±100 for the full control effect; potency is read from the fitted curve at half-maximal effect. The list is partial; rates above refer to the full screens.

A first look:
Below each SMILES – TDP1 cell CPT | DT40 TDP1 no CPT | KAT2A inh
- CC(=O)COC(=O)C1CCN(S(=O)(=O)c2cc([N+](=O)[O-])ccc2Cl)CC1
    ? | 3.6% | -0.5%
- COc1cc(NC(=O)Cn2c(=O)n(Cc3ccccc3OC)c(=O)c3cccnc32)cc(OC)c1
    -13.4% | ? | -2.2%
- CCCC(C(=O)NC1CCCC1)N(Cc1ccc(F)cc1)C(=O)c1snc(C(N)=O)c1N (centres undefined)
    -4.9% | -86.5% | -5.1%

The whole of this part, repeating the preview:
Below each SMILES – TDP1 cell CPT | DT40 TDP1 no CPT | KAT2A inh
- CC(=O)COC(=O)C1CCN(S(=O)(=O)c2cc([N+](=O)[O-])ccc2Cl)CC1
    ? | 3.6% | -0.5%
- COc1cc(NC(=O)Cn2c(=O)n(Cc3ccccc3OC)c(=O)c3cccnc32)cc(OC)c1
    -13.4% | ? | -2.2%
- CCCC(C(=O)NC1CCCC1)N(Cc1ccc(F)cc1)C(=O)c1snc(C(N)=O)c1N (centres undefined)
    -4.9% | -86.5% | -5.1%
- O=C(Nc1cccc(F)c1)C1CCN(c2nc3ccccc3[nH]2)CC1
    23.1µM* | ? | -8.8%
- Cc1cccc2sc(NNC(=O)c3ccc4c(c3)OCCO4)nc12
    ? | ? | -0.2%
- O=C(Nc1ccccc1C(=O)O)c1cccc(N2C(=O)c3ccccc3C2=O)c1
    3.7% | -13.5% | -2.1%
- O=S(=O)(NC1CC1)c1ccc2c3c(cccc13)CC2
    ? | ? | 0.7%
- Cn1cc(CN2CCN(Cc3ccccc3)CC2)c(-c2cccc(Cl)c2)n1
    ? | ? | -6.8%
- NC(=O)/C(=C/c1ccc2c(c1)OCO2)NC(=O)c1ccco1
    7.5% | -3.5% | -4.8%
- O=C(CCCCn1c(=O)[nH]c2ccccc2c1=O)NC1CCN(Cc2ccccc2)CC1
    -19.4% | -2.1% | 1.6%
- O=C(c1ccc(F)cc1)N1CCCC(C(=O)N2CCc3ccccc3C2)C1 (centres undefined)
    ? | -25.2% | 1.0%
- NS(=O)(=O)c1ccc(NC(=O)C2CCCO2)cc1 (centres undefined)
    -17.4% | -11.6% | -1.9%
- COc1cccc(CNC(=O)c2cnc(-c3ccccn3)nc2C(F)(F)F)c1
    -12.7% | ? | -7.9%
- COc1ccc2nc(SCC(=O)Nc3c(C)cccc3C)[nH]c2c1
    -27.3% | -25.3% | 44.3%[activator]
- Cc1ccc(NS(=O)(=O)c2ccc(C)c(C(=O)N3CCOCC3)c2)cc1
    -20.4% | -9.5% | -11.3%
- C#Cc1ccc(CN2CCC(C(=O)Nc3ccc(Oc4ccccc4)nc3)CC2)cc1
    14.6µM* | ? | -2.0%
- COc1cc(-c2noc(C)c2C(=O)NCCCn2ccnc2)cc(OC)c1OC
    -1.0% | -0.4% | 1.6%
- CC(C)n1cnnc1SCC(=O)NCC(=O)Nc1ccc(F)cc1
    -18.3% | -1.7% | 0.2%
- O=C(c1ccccc1)c1c(O)cc(-c2ccccc2)oc1=O
    -1.8% | -13.1% | -1.8%
- CCn1cc(CN(C)C(=O)/C=C/c2ccc([N+](=O)[O-])cc2)c(C)n1
    ? | 14.6µM* | -2.7%
- CCOc1cc(/C=C\c2nc(O)c([N+](=O)[O-])c(=O)[nH]2)ccc1OC(C)CC (centres undefined)
    2.9% | -11.4% | -0.1%
- CCOC(=O)c1ccc(CN(Cc2ccc(F)cc2)S(=O)(=O)c2cc(C(=O)Nc3cccc(C(F)(F)F)c3)ccc2F)cc1
    13µM* | 23.1µM* | -21.3%
- COc1ccc(C2C(C(C)=O)=C(O)C(=O)N2CCc2c[nH]c3ccccc23)cc1 (centres undefined)
    -10.4% | -14.6% | -19.7%
- CC1CCCCC1NC(=O)C1CCN(S(=O)(=O)c2ccc(-n3cnnn3)cc2)CC1 (centres undefined)
    ? | -26.9% | -8.5%
- O=C(CSc1nnc(-c2ccc(Cl)s2)o1)N1CCCc2ccccc21
    ? | 16.4µM* | -5.1%
- CCN1C(=O)[C@H]2[C@H]3CN=C(SCc4ccccc4)N3[C@@](CC)(C(=O)OC)[C@H]2C1=O
    -3.4% | ? | -4.2%
- CCOc1cc(N2CCOCC2)c(OCC)cc1NC(=O)c1cc(S(=O)(=O)N2CCOCC2)ccc1C
    ? | ? | -8.2%
- CC(C)Nc1nc2c(S(=O)(=O)c3cccc(Cl)c3)nnn2c2ccsc12
    -29.2% | -29.2% | -8.8%
- O=c1[nH]cccc1-c1nc2ccccc2[nH]1
    -21.3% | 8.4% | -26.3%
- Cc1cccc(C)c1NC(=O)CNC(=O)c1c(C)nn(-c2ccccc2)c1Cl
    -4.3% | 0.0% | -6.2%
- Clc1cccc(N2CCN(Cc3ccc(Br)o3)CC2)c1
    -22.5% | 6.7% | -7.7%
- COc1ccc(C2Nc3ccccc3C(=O)N2Cc2ccccc2)cc1 (centres undefined)
    ? | ? | -13.4%
- O=C(N/N=C/c1cc(Br)cs1)c1ccccc1[N+](=O)[O-]
    ? | ? | 11.6%
- CCOc1cc(NC(=O)c2cccs2)c(OCC)cc1NC(=O)c1cccnc1
    -14.9% | ? | -9.8%
- COc1ccc(-n2nc(C(=O)NCCCOC(C)C)c3c4ccccc4n(C)c3c2=O)cc1
    ? | -29.9% | -3.6%
- O=C(CNCc1ccccn1)Nc1cc(C(F)(F)F)ccc1N1CCOCC1
    -26.1% | -23.2% | -5.5%
- COc1cccc(NC(=O)Cn2c(CCC(=O)O)ccc2-c2ccc(C)cc2)c1
    15.0% | -26.2% | -7.4%
- COCCCNCCC(CCC(C)C)c1ccc2c(c1)OCO2 (centres undefined)
    ? | 20.6µM* | -6.6%
- CCn1c(SCC(=O)N/N=C/c2ccc(O)c(OC)c2)nc2ccccc21
    -3.7% | -0.8% | 3.3%
- COc1ccccc1C(=O)Nc1nnc(-c2ccc3c(c2)CCCC3)o1
    ? | 23.1µM* | -14.2%
- CCOc1ccccc1C(=O)Nc1nnc(SCC(=O)N2CCCC2)s1
    -29.4% | ? | /
- Cc1ccc(SCC(=O)Nc2ccc(O)c(-c3nc4cc(C)ccc4o3)c2)cc1
    ? | 20.6µM* | -9.5%
- COc1ccccc1NC(=O)CN1CCN(CC(=O)Nc2ccc(OC)c(OC)c2)CC1
    -20.7% | -0.3% | 0.5%
- CCNc1nc(N)nc(Oc2ccc(OCCOc3ccccc3)nn2)n1
    -1.3% | -4.8% | -8.2%
- COc1cc(/C=C2\SC(=S)N(CCC(=O)Nc3ccc(O)cc3)C2=O)cc(OC)c1OC
    ? | 16.4µM* | -10.2%
- CCOC(=O)[C@]12CCC=C1N(Cc1ccco1)C(=O)[C@H](CC(=O)NCc1ccccc1)C2
    -5.1% | -12.9% | /
- COc1ccc(NC(=O)Nc2cc(C)ccc2F)cc1OC
    -1.7% | -12.7% | -1.6%
- CCCn1c(N2CCN(CC(=O)c3c(C)n(C)c4ccc(OC)cc34)CC2)nc2c1c(=O)[nH]c(=O)n2C
    ? | 20.6µM* | -13.4%
- O=C(c1cnccn1)N1CCC2(CCN(Cc3ccncc3)CC2)CC1
    5.7% | ? | 2.8%
- CCOc1ccc(NC(=O)C(C)Oc2ccc(C#N)cc2)cc1S(=O)(=O)N1CCCC1 (centres undefined)
    -15.8% | -18.5% | -12.6%
- COc1ccc(/C=C2/CCC(CN3CCOCC3)C2=O)cc1 (centres undefined)
    1.16µM* | 1.16µM* | /
- CCN(CC)c1ccc(NC(=O)c2ccc3c(c2)OCO3)c(C)c1
    ? | ? | -9.1%
- O=C(NNc1cccc(Cl)n1)c1ccc(Cl)cc1Cl
    0.3% | 1.8% | ?
- CCN(CC(=O)Nc1cc(Cl)ccc1C)C(=O)C1CCN(c2ncnc3sc(C)c(C)c23)CC1
    18.4µM* | 6.51µM* | /
- Cc1ccc(S(=O)(=O)N2CCN(C(=O)c3ccccc3)CC2)cc1
    -26.3% | -0.9% | 0.0%
- CC(=O)Nc1ccc(S(=O)(=O)NCCC(=O)Nc2ncccc2C)cc1
    4.6% | 1.5% | -2.0%
- Cc1ccccc1-n1nc2c(c1NC(=O)c1c(-c3ccccc3Cl)noc1C)CS(=O)(=O)C2
    0.0% | -3.3% | -27.7%
- CCOC(=O)CSc1nc2ccc(N3CCOCC3)cc2c(=O)n1Cc1ccccc1
    ? | -58.5% | -0.3%[0.501 µM]
- Cc1c(C)c2c(c(C)c1OC(=O)c1cccnc1)CC[C@@](C)(CCC[C@H](C)CCC[C@H](C)CCCC(C)C)O2
    -2.5% | -7.0% | 6.8%&-18.2%
- CCOC(=O)c1ccc(NS(=O)(=O)c2cc(C)ccc2OC)cc1
    ? | ? | /

Further compounds.
Below each SMILES – TDP1 cell CPT | DT40 TDP1 no CPT | KAT2A inh
- O=C(COC(=O)CSc1ccccc1)NCCNC(=O)COC(=O)CSc1ccccc1
    ? | ? | 1.4%
- COC(=O)C1=C(C)NC(=O)CC1c1ccccc1OC (centres undefined)
    2.8% | -10.2% | 3.9%
- CC1CCC(N2CC(=O)N(CCC3=CCCCC3)C(c3ccc(F)cc3)C2=O)CC1 (centres undefined)
    13µM* | 10.3µM* | 12.9%
- Cc1[nH]c(=O)[nH]c(=O)c1/C=C/C(=O)O
    -0.9% | 17.6% | 19.3%
- CCCCNC(=O)CN1C(=O)NC(Cc2ccccc2)(Cc2ccccc2)C1=O
    ? | ? | 0.1%
- CCCNC(=O)COC(=O)c1c2c(nc3ccccc13)CCC2
    ? | ? | -18.1%
- CC(C)NC(=O)c1onc(CSc2ccc(F)c(F)c2)c1C(=O)NC(C)C
    ? | -10.9% | /
- Cn1c(/C=C/c2cccc(Br)c2)nc2ccccc2c1=O
    29.1µM* | ? | ?
- CCN(Cc1ccccc1)C(=O)Cn1c(=O)n(-c2ccc(C)c(C)c2)c(=O)c2c(C)c(C)sc21
    20.6µM* | ? | -10.6%
- CC1(C)CCC(=O)C=C1Nc1ccc(F)c(Cl)c1
    -4.8% | ? | -2.4%
- Cc1ccc(C)c(OCC(=O)Nc2ccc(S(=O)(=O)Nc3ncccn3)cc2)c1
    -4.2% | 15.0% | -2.6%
- CC(NC(=O)CNC(=O)C(Cc1ccccc1)NC(=O)OCc1ccccc1)C(N)=O (centres undefined)
    -12.3% | -0.5% | -5.2%
- NC(=S)N=Nc1c(O)[nH]c2c(Cl)cc(Cl)cc12
    16.4µM* | 4.61µM* | /
- CCOc1ccc(NC(=O)N(Cc2ccc(C)cc2)Cc2ccccn2)cc1
    -5.7% | ? | -3.3%
- COc1ccc(Oc2ncc3nc(C)c(=O)n(C)c3n2)cc1
    0.9% | -21.6% | -18.7%
- CCc1cccc(-n2c(=O)c3cccnc3n2CC(=O)Nc2ccc(F)c(C)c2)c1
    ? | ? | 9.2%
- CCOc1ccccc1C=C1CCc2ccccc2C1=O
    ? | ? | /
- C#CCN(CC=C)C(=O)C1CCC(=O)N(CCCc2ccccc2)C1 (centres undefined)
    -11.2% | -4.1% | 2.9%
- CCc1cccc2c1NC(=O)[C@]21[C@@H]2C(=O)N(Cc3ccccc3)C(=O)[C@@H]2[C@@H]2CCCN21
    ? | ? | -3.5%
- CC(Nc1ccc([N+](=O)[O-])cc1[N+](=O)[O-])c1ccccc1 (centres undefined)
    3.7% | 20.6µM* | /
- Cc1cc(F)ccc1NCC(=O)Nc1ccccc1Br
    -4.3% | ? | -8.3%
- Cc1nc(SCC(=O)N2CCOCC2)c2c(=O)n(C)c(=O)n(CC(C)C)c2n1
    0.6% | -7.6% | 1.0%
- CCOC(=O)CSc1nnc(NC(=O)c2cc([N+](=O)[O-])cc([N+](=O)[O-])c2)s1
    -18.1% | ? | -2.1%
- O=C(CCCn1c(=S)[nH]c2cc3c(cc2c1=O)OCO3)N1CCc2ccccc2C1
    -11.5% | -18.8% | -11.6%
- NNC(=O)/C(=C\c1cccs1)NC(=O)c1ccccc1
    -21.0% | -13.9% | -3.8%
- Cc1cccc(NC(=O)Cn2nc([N+](=O)[O-])c(Br)c2C)n1
    -18.3% | -2.9% | -2.0%
- COc1cccc(Nc2nc3c(S(=O)(=O)c4cc(C)ccc4C)nnn3c3ccsc23)c1
    -24.5% | ? | -8.2%
- O=C(NCCOC(=O)c1cccs1)c1cccnc1
    -16.7% | -16.2% | -0.7%

A second format for 2 compounds above:
SMILES: CCc1cccc(-n2c(=O)c3cccnc3n2CC(=O)Nc2ccc(F)c(C)c2)c1
  TDP1 cell CPT = ?
  DT40 TDP1 no CPT = ?
  KAT2A inh = 9.2%

SMILES: CCOc1ccccc1C=C1CCc2ccccc2C1=O
  TDP1 cell CPT = ?
  DT40 TDP1 no CPT = ?
  KAT2A inh = /
